CF NFkB inh = inhibitors of PAF-induced NF-kB signaling, primary screen, cell-based, GFP fluorescence, uHTS; KKLEB NF-kB-GFP reporter, GFP fluorescence overnight; inhibition, % at 5 µM; 0.86% of 360,000 active; AID 588850, 2011;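 active = at least 50% inhibition at 5 µM, scaled per plate between neutral and stimulator controls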;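 also: PAF is a Pseudomonas aeruginosa culture filtrate used as stimulus; plate controls were PAF-stimulated DMSO wells for no effect and unstimulated DMSO wells for full effect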
iPSC survival up = enhancers of single-cell hiPSC survival, primary screen, ATPlite luminescence; 100% = ROCK inhibitor wells, 0% = DMSO; survival enhancement, % at 20 µM; 0.044% of 360,000 active; AID 602274, 2012; in the data active = survival enhancement above about 18%;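 also: cells exposed to compounds for 16 hours before the ATP read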
NR2E3 ag-1 = NR2E3 agonists in two-hybrid cells, primary screen, cell-based, luminescence, CHO-S, Gal4-NCOR/VP16-NR2E3 | Photoreceptor-specific nuclear receptor (Homo sapiens), Q9Y5X4 | luciferase | inhibition of corepressor binding, % at 3.98 µM | 0.35% of 360,000 active | AID 602229, 2012;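 active = inhibition above the mean of all tested compounds plus 3 SD, cut at about 70% in these data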;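 also: 0% = DMSO with NR2E3 transfected cells and 100% = cells lacking NR2E3 construct; higher means lower luciferase signal from less NR2E3 corepressor binding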
Target sequence (Q9Y5X4 whole entry, looked up, the tested form may be a part): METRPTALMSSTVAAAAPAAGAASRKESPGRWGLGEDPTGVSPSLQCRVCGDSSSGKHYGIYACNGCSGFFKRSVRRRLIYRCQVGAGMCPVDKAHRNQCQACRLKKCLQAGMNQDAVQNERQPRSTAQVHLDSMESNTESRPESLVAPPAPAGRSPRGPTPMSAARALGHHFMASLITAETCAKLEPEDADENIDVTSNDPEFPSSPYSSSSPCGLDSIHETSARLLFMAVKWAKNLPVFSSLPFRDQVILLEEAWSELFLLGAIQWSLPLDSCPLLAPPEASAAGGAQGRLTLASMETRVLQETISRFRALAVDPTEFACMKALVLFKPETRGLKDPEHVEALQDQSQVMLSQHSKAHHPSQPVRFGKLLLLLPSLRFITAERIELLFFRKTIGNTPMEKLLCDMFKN
KKLEB tox = cytotoxicity in KKLEB CF airway cells, primary screen, cytotoxicity control for CF NF-kB inhibitor project, cell-based, uHTS, fluorescence assay plates; KKLEB CF airway cells viability, ATPlite luminescence, overnight; stronger effect = lower value; cells stimulated with P. aeruginosa culture filtrate; activity change (cytotoxicity), % at 5 µM; 0.36% of 360,000 active; AID 602141, 2011;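 active = corrected activity change at or below -50% at 5 µM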
Shn3 inh set2 = reduction of Shn3 3'UTR firefly luciferase signal, primary screen, Schnurri-3 inhibitor project, cell-based, Clone20 osteoblasts, set 2; Clone20 osteoblast Shn3 3'UTR firefly luciferase, 24 h; inhibition, % at 12.5 µM; 0.52% of 360,000 active;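 active = mean inhibition of at least 75% with every replicate also reaching 75%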;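 also: 0% = median of neutral control wells and 100% = pilot-screen positive control compound; some compounds past the cut are filed as inactive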
TRPM1 prom inh = inhibitors of MITF-dependent TRPM1 promoter reporter, primary screen, cell-based, SK-MEL-5, single point, luciferase | 0.83% of 330,000 active | inhibition, % at 12.5 µM | SK-MEL-5 TRPM1 promoter luciferase, 24 h | AID 488899, 2010;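 active = mean inhibition across replicates of 60% or more, whatever share of single replicates reaches that level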; also: values of inactives mirror those of a sister screen read the other way
LMP1 NFkB inh = EBV LMP1-driven NF-kappaB luciferase reporter inhibitors, primary screen, cell-based, luminescence, single point | LMP1-induced NF-kappaB luciferase reporter cells | inhibition, % at 12.5 µM | 0.69% of 350,000 active | AID 504558, 2011; in the data active = inhibition above about 41%;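 also: 0% = neutral control wells and 100% = reference inhibitor control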
NR2E3 ag-2 = inhibitors of NR2E3-RetCOR corepressor binding, primary screen, NR2E3 agonist project, biochemical, TR-FRET, GST-NR2E3, biotin-RetCOR; 1536-well; 0.12% of 320,000 active; AID 2300, 2010; inhibition of corepressor binding, % at 4.78 µM; Photoreceptor-specific nuclear receptor (Homo sapiens), Q9Y5X4;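 active = percent inhibition above the cutoff of mean plus 3 SD of all tested compounds, set per screening campaign, cut at about 20% in these data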;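 also: 0% = DMSO wells and 100% = biotin wells as full block of FRET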
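Format: 1536-well format; test system: GST-NR2E3 and biotin-RetCOR proteins; read-out basis: percent inhibition of TR-FRET ratio; timing: 5 h incubation at 4 °C; detection: time-resolved FRET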
TRAIL sens C8 = viability loss with TRAIL in NB7+C8 cells, primary screen, TRAIL sensitizer project, cell-based, ATPlite luminescence | inhibition (viability loss, TRAIL sensitization), % at 10 µM | 1% of 360,000 active | AID 624354, 2012;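 active = compounds causing at least 50% loss of cell viability in the single-dose screen, relative to plate controls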
HIF-2a block = HIF-2a reporter inhibitors, primary screen, luminescence, 786-0 RCC cells; 0.72% of 360,000 active; 786-0 RCC cells HIF-2a reporter, luciferase luminescence, overnight; AID 624352, 2012; inhibition, % at 18.8 µM;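 active = inhibition of the luminescence signal of 40% or more relative to plate controls, in a single-dose primary screen at 18.75 µM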
Peg3 promoter = Peg3 promoter-driven luciferase inhibitors, primary screen, cell-based, HeLa, luciferase luminescence. HeLa PEG-Prom luciferase reporter, overnight. AID 588405, 2011. 1.7% of 360,000 active. inhibition, % at 20 µM;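 active = inhibition of at least 50% at 20 µM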
* = called active by the depositor.

How did CCCn1c(SCCN2C(=O)c3ccccc3C2=O)n[nH]c1=O do in these assays?
CF NFkB inh: 12; iPSC survival up: 0.2; NR2E3 ag-1: -6; KKLEB tox: -1; Shn3 inh set2: -5; TRPM1 prom inh: -2; LMP1 NFkB inh: 4; NR2E3 ag-2: 1; TRAIL sens C8: -11; HIF-2a block: -5; Peg3 promoter: 4

How did COc1ccc(-c2cc(C(=O)N(C)CC(=O)Nc3ccccc3C(F)(F)F)c3ccccc3n2)cc1OC do in these assays?
CF NFkB inh: -7; iPSC survival up: -0.2; NR2E3 ag-1: 12; KKLEB tox: -15; Shn3 inh set2: 15; TRPM1 prom inh: -1; LMP1 NFkB inh: 6; TRAIL sens C8: 16; HIF-2a block: 0; Peg3 promoter: 44

How did CCNC(=O)c1ccccc1-c1nc(-c2ccccc2)no1 do in these assays?
CF NFkB inh: -11; iPSC survival up: 0.1; NR2E3 ag-1: -13; KKLEB tox: 12; Shn3 inh set2: -1; TRPM1 prom inh: -12; LMP1 NFkB inh: -1; NR2E3 ag-2: -5; TRAIL sens C8: -2; HIF-2a block: -42; Peg3 promoter: 3

Results for COCC1CCN(C(=O)c2cc(COc3ccc(C)c(C)c3)on2)C1 (stereo not given) ?
CF NFkB inh: 8; iPSC survival up: 0.4; NR2E3 ag-1: -49; KKLEB tox: 18; Shn3 inh set2: -16; TRPM1 prom inh: -7; LMP1 NFkB inh: -7; TRAIL sens C8: 11; HIF-2a block: -58; Peg3 promoter: -30

How did O=C(COC(=O)CSc1ccc([N+](=O)[O-])cc1)NCc1cccs1 do in these assays?
CF NFkB inh: -6; iPSC survival up: -0.4; NR2E3 ag-1: -8; KKLEB tox: 6; Shn3 inh set2: -34; TRPM1 prom inh: 0; LMP1 NFkB inh: -1; NR2E3 ag-2: -1; TRAIL sens C8: 3; HIF-2a block: 8; Peg3 promoter: 0

How did Cc1ccc(S(=O)(=O)N(C)CC(=O)OCC(=O)N2CCN(c3ccccc3)CC2)cc1 do in these assays?
CF NFkB inh: -4; iPSC survival up: -1.1; NR2E3 ag-1: -3; KKLEB tox: 20; Shn3 inh set2: 3; TRPM1 prom inh: -2; LMP1 NFkB inh: 4; NR2E3 ag-2: 1; TRAIL sens C8: -8; HIF-2a block: 6; Peg3 promoter: 6

What do the screens show for `CCOC(=O)C1CCCN(C(=O)CCn2nc(-c3ccccc3)ccc2=O)C1` (stereo not given)?
CF NFkB inh: -2; iPSC survival up: -1.5; NR2E3 ag-1: 0; KKLEB tox: -12; Shn3 inh set2: 20; TRPM1 prom inh: 10; LMP1 NFkB inh: 16; NR2E3 ag-2: -3; TRAIL sens C8: -5; HIF-2a block: 13; Peg3 promoter: 17

How did COc1ccc(/C=N/NC(=O)CNS(=O)(=O)c2ccc(C)cc2)cc1 do in these assays?
CF NFkB inh: -2; iPSC survival up: -0.3; NR2E3 ag-1: 3; KKLEB tox: -8; Shn3 inh set2: -6; TRPM1 prom inh: 11; LMP1 NFkB inh: 0; NR2E3 ag-2: 3; TRAIL sens C8: 0; HIF-2a block: 8; Peg3 promoter: 4

Results for COc1ccc(NS(=O)(=O)c2cccc(C(=O)NCC3(N(C)C)CCCCC3)c2)cc1 ?
CF NFkB inh: 9; iPSC survival up: -0.3; NR2E3 ag-1: -19; KKLEB tox: -7; Shn3 inh set2: -3; TRPM1 prom inh: -8; LMP1 NFkB inh: 3; NR2E3 ag-2: -2; TRAIL sens C8: -12; HIF-2a block: 14; Peg3 promoter: -11

Results for COC(=O)c1cccc(NC(=S)NC(C)C)c1 ?
CF NFkB inh: -8; iPSC survival up: -1.8; NR2E3 ag-1: -12; KKLEB tox: 11; Shn3 inh set2: 11; TRPM1 prom inh: 9; LMP1 NFkB inh: 7; NR2E3 ag-2: -1; TRAIL sens C8: -1; HIF-2a block: 7; Peg3 promoter: -2

Results for COc1ccc(NC(=S)N2CCN(c3ncccn3)CC2)c(OC)c1 ?
CF NFkB inh: -4; iPSC survival up: -0.4; NR2E3 ag-1: -14; KKLEB tox: 4; Shn3 inh set2: 4; TRPM1 prom inh: 1; LMP1 NFkB inh: -4; NR2E3 ag-2: 1; TRAIL sens C8: -20; HIF-2a block: 19; Peg3 promoter: 7

How did COCc1cc(=O)[nH]c(/N=C(\N)Nc2cccc(C)c2)n1 do in these assays?
CF NFkB inh: 4; iPSC survival up: 2.1; NR2E3 ag-1: -11; KKLEB tox: 8; Shn3 inh set2: 1; TRPM1 prom inh: 2; LMP1 NFkB inh: 7; NR2E3 ag-2: -2; TRAIL sens C8: 2; HIF-2a block: 16; Peg3 promoter: 20

How did C/C(=N\NC(=O)CSCc1ccccc1Br)c1cccc([N+](=O)[O-])c1 do in these assays?
CF NFkB inh: 5; iPSC survival up: 1.2; NR2E3 ag-1: -45; KKLEB tox: 10; Shn3 inh set2: 24; TRPM1 prom inh: -7; LMP1 NFkB inh: 13; NR2E3 ag-2: 1; TRAIL sens C8: 14; HIF-2a block: 13; Peg3 promoter: 10

How did COc1ccc(NC(=O)C(C)N2C(=O)c3ccccc3S2(=O)=O)c(OC)c1 (stereo not given) do in these assays?
CF NFkB inh: -3; iPSC survival up: 0.4; NR2E3 ag-1: -16; KKLEB tox: 0; Shn3 inh set2: 16; TRPM1 prom inh: -4; LMP1 NFkB inh: -6; NR2E3 ag-2: 0; TRAIL sens C8: -18; HIF-2a block: 4; Peg3 promoter: -8

Results for CCOC(=O)c1c(-c2ccc(OC)cc2)csc1NC(=O)C1CCCO1 (stereo not given) ?
CF NFkB inh: -3; iPSC survival up: 1.0; NR2E3 ag-1: -5; KKLEB tox: -10; Shn3 inh set2: 7; TRPM1 prom inh: 5; LMP1 NFkB inh: 11; NR2E3 ag-2: 2; TRAIL sens C8: 8; HIF-2a block: -5; Peg3 promoter: 1

How did CC12C(=O)N(n3cnnc3)C(=O)C1C1C=CC2C1 (stereo not given) do in these assays?
CF NFkB inh: -5; iPSC survival up: -1.7; NR2E3 ag-1: 10; KKLEB tox: 13; Shn3 inh set2: 6; TRPM1 prom inh: 2; LMP1 NFkB inh: -12; NR2E3 ag-2: 2; TRAIL sens C8: -3; HIF-2a block: 11; Peg3 promoter: 16

How did COc1ccc(Nc2ncccc2C(=O)O)cc1 do in these assays?
CF NFkB inh: -3; iPSC survival up: 0.9; NR2E3 ag-1: -89; KKLEB tox: 17; Shn3 inh set2: -32; TRPM1 prom inh: -35; LMP1 NFkB inh: -14; NR2E3 ag-2: 1; TRAIL sens C8: -1; HIF-2a block: -22; Peg3 promoter: -102

How did COC(=O)c1ccc(N(C(=O)CNC(=O)c2ccco2)C(C(=O)NCC2CCCO2)c2ccc(OC)c(OC)c2)cc1 (stereo not given) do in these assays?
CF NFkB inh: 4; iPSC survival up: -0.4; NR2E3 ag-1: -24; KKLEB tox: 6; Shn3 inh set2: -2; LMP1 NFkB inh: 2; NR2E3 ag-2: 1; TRAIL sens C8: 0; HIF-2a block: 7; Peg3 promoter: 1

Results for CCc1ccc(N(C(=O)c2csnn2)C(C(=O)NC(C)(C)C)c2cccnc2)cc1 (stereo not given) ?
CF NFkB inh: 7; iPSC survival up: -0.8; NR2E3 ag-1: -21; KKLEB tox: 4; Shn3 inh set2: -16; TRPM1 prom inh: 3; LMP1 NFkB inh: -10; NR2E3 ag-2: 3; TRAIL sens C8: 8; HIF-2a block: 8; Peg3 promoter: 18

Results for CCOc1ccc(C(=O)C(C)OC(=O)CN2C(=O)NC(C)(C)C2=O)cc1 (stereo not given) ?
CF NFkB inh: -6; iPSC survival up: 1.6; NR2E3 ag-1: -7; KKLEB tox: 6; Shn3 inh set2: -6; TRPM1 prom inh: -18; LMP1 NFkB inh: 8; NR2E3 ag-2: -1; TRAIL sens C8: -7; HIF-2a block: -6; Peg3 promoter: -6

The last 2 compounds of the section before come first, to join the parts.
Results for CCc1ccc(N(C(=O)c2csnn2)C(C(=O)NC(C)(C)C)c2cccnc2)cc1 (stereo not given) ?
CF NFkB inh: 7; iPSC survival up: -0.8; NR2E3 ag-1: -21; KKLEB tox: 4; Shn3 inh set2: -16; TRPM1 prom inh: 3; LMP1 NFkB inh: -10; NR2E3 ag-2: 3; TRAIL sens C8: 8; HIF-2a block: 8; Peg3 promoter: 18

Results for CCOc1ccc(C(=O)C(C)OC(=O)CN2C(=O)NC(C)(C)C2=O)cc1 (stereo not given) ?
CF NFkB inh: -6; iPSC survival up: 1.6; NR2E3 ag-1: -7; KKLEB tox: 6; Shn3 inh set2: -6; TRPM1 prom inh: -18; LMP1 NFkB inh: 8; NR2E3 ag-2: -1; TRAIL sens C8: -7; HIF-2a block: -6; Peg3 promoter: -6

Results for CN(C)S(=O)(=O)N1CCC(C(=O)O)(c2ccccc2)CC1 ?
CF NFkB inh: 2; iPSC survival up: -1.6; NR2E3 ag-1: -5; KKLEB tox: 1; Shn3 inh set2: 7; TRPM1 prom inh: -11; LMP1 NFkB inh: -2; NR2E3 ag-2: 0; TRAIL sens C8: -5; HIF-2a block: 0; Peg3 promoter: -2

How did CCCCC1CCC(c2nc(-c3ccccn3)no2)CC1 (stereo not given) do in these assays?
CF NFkB inh: 0; iPSC survival up: -0.3; NR2E3 ag-1: -36; KKLEB tox: -6; Shn3 inh set2: -1; TRPM1 prom inh: -11; LMP1 NFkB inh: -9; NR2E3 ag-2: -3; TRAIL sens C8: 12; HIF-2a block: -64; Peg3 promoter: -122

How did O=C(NNC(=O)c1ccccc1C(F)(F)F)c1csc(N2CCOCC2)n1 do in these assays?
CF NFkB inh: 25; iPSC survival up: -0.4; NR2E3 ag-1: 4; KKLEB tox: -5; Shn3 inh set2: 6; TRPM1 prom inh: 4; LMP1 NFkB inh: -4; NR2E3 ag-2: -2; TRAIL sens C8: -9; HIF-2a block: 17; Peg3 promoter: -4

How did COC(=O)C1=C(C)N(CCc2ccccc2)C(=O)/C1=C\c1ccco1 do in these assays?
CF NFkB inh: -6; iPSC survival up: 0.4; NR2E3 ag-1: -14; KKLEB tox: 4; Shn3 inh set2: 14; TRPM1 prom inh: -1; LMP1 NFkB inh: 6; NR2E3 ag-2: -2; TRAIL sens C8: -3; HIF-2a block: -6; Peg3 promoter: -10

What do the screens show for `CC1(C)CC(=O)CC2(C1)NCC(c1ccccc1Cl)c1c2[nH]c2ccccc12` (stereo not given)?
CF NFkB inh: -16; iPSC survival up: -0.7; NR2E3 ag-1: 17; KKLEB tox: -1; Shn3 inh set2: -2; TRPM1 prom inh: 6; LMP1 NFkB inh: -25; NR2E3 ag-2: 5; TRAIL sens C8: -14; HIF-2a block: 25; Peg3 promoter: 22

This is a subset; the hit share may differ from the screen's.
